FBPA Giardia inh = blocks Giardia fructose-bisphosphate aldolase activity; actives 0.71% (n = 290,000); purified Giardia FBPA; A8B2U2; Potency, µM (titrated, usually from 59.6 µM), without a hit: at the highest dose activity, negative = inhibition, hits mostly inhibitors; AID 2451; note: potency is the fitted concentration of half-maximal effect; nearly all actives have a fitted effect of over 55% in size
Target sequence (A8B2U2 whole entry, looked up): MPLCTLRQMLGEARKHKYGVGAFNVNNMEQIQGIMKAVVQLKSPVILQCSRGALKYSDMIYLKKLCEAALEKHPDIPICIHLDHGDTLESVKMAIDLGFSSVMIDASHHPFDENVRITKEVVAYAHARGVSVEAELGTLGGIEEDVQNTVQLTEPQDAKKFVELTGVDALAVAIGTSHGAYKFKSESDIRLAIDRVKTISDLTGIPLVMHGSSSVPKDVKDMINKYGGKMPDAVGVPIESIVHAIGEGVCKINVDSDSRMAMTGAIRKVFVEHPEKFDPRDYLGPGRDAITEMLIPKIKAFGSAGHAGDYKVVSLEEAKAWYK
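40 nM FBPA preincubated 10 min at RT with compound (up to 57.5 uM final), then substrate plus GAPDH/TPI/NAD/arsenate coupling and diaphorase/resazurin added. Fluorescence read after 20 min at RT, 525/598 nm.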
AmpC detergent = AmpC beta-lactamase inhibition with detergent present; AmpC hydrolysis of nitrocefin, absorbance 480 nm, 0.01% Triton; Potency, µM (series often up to 114 µM), for the others: top-dose activity change, negative = inhibition, hits mostly inhibitors; actives 0.041% (n = 370,000); AID 485294;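 note: potency is the fitted concentration of half-maximal effect; 0% = no-compound wells and -100% = no-enzyme wells; nearly all actives have a fitted effect of over 25% in size; some results filed as inactive show a strong effect at the top dose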
Target sequence (P00811 whole entry, looked up): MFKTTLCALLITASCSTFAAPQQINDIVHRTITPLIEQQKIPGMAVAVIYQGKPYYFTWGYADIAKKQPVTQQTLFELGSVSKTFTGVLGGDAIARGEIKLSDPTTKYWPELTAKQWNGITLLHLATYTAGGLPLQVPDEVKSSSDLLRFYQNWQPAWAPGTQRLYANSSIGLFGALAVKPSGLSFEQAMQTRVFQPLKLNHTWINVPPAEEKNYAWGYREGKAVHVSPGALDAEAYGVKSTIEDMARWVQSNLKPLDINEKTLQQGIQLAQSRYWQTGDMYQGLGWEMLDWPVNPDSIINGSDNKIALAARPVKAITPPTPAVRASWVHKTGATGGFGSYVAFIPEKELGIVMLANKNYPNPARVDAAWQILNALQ
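AmpC (5.3 nM in the dispensed reagent) in 20 mM phosphate pH 7.0 with 0.01% (detergent screen) or 0.0001% Triton X-100 was preincubated with compounds for 15 min at room temperature. Nitrocefin was then added from an 800 uM solution, and hydrolysis was followed at 480 nm.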
AMA1-RON2 inh = disrupts binding of P. falciparum AMA1 to RON2 | AlphaScreen AMA1-biotinylated RON2 peptide binding | Potency, µM (titrated, usually from 58.2 µM), without a hit: top-dose activity change, negative = inhibition, most hits filed as inhibitors | actives 0.2% (n = 360,000) | AID 720542;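 note: potency is the fitted concentration of half-maximal effect; 0% = vehicle wells and -100% = peptide control; nearly all actives have a fitted effect of over 45% in size; some results filed as inactive show a strong effect at the top dose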
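AMA1 (3D7) with his tag at 25 nM final met compounds first, then biotinylated RON2 peptide at 25 nM; detection used donor plus acceptor beads, 10 µg/mL apiece, read by AlphaScreen after 30 min at room temperature.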
Sm TGR inh = S. mansoni TGR enzyme inhibition; Q962Y6; purified TGR, DTNB reduction, TNB absorbance 405 nm; Potency, µM (top dose mostly 114 µM), inactives show at the highest dose activity change, negative = inhibition, most hits filed as inhibitors; actives 3% (n = 360,000); AID 485364; note: potency is the fitted concentration of half-maximal effect; nearly all actives have a fitted effect of over 60% in size
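First, TGR (20 nM dispensed) and NADPH were mixed with compound. Second, a 15 min room-temperature incubation followed. Third, further NADPH and then DTNB were added to start the reaction. Finally, TNB absorbance was monitored kinetically.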
HCMV antiviral = blocks human cytomegalovirus replication; HFF cells, HCMV-luciferase reporter, 72 h; stronger effect = lower value; activity change, negative = inhibition, % at 57.5 µM; actives 4.5% (n = 410,000); AID 1259415; in the data active = activity change below about -60%; inconclusive = no clear call, values can overlap the other calls; inactive = above about -39%
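HFF cells seeded 16 h at 37C, treated with compounds, infected with luciferase-reporter HCMV at MOI 1 PFU/cell; luciferase read at 72 h post infection, normalized to buffer-only and Salinomycin controls.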
AmpC inh no detg = inhibitors of E. coli AmpC beta-lactamase without detergent; Potency, µM (series often up to 57.1 µM), for inactives: at the highest dose activity change, negative = inhibition, most hits filed as inhibitors; P00811; actives 0.52% (n = 330,000); AmpC nitrocefin hydrolysis, absorbance 480 nm, 0.0001% Triton;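 note: potency is the fitted concentration of half-maximal effect; plate controls were no compound for no effect and no enzyme for full effect; nearly all actives have a fitted effect of over 20% in size; some results filed as inactive show a strong effect at the top dose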
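20 mM phosphate pH 7.0 + 0.01% (detergent screen) or 0.0001% Triton X-100; 5.3 nM AmpC reagent; cpd preinc 15 min RT; nitrocefin (800 uM stock) to start; A480 q20 s × 4 min; Activity was normalised to no-enzyme and no-compound control wells.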
* hit, by the source's call; ? = inconclusive; . = not tested or not shown; & = joins results of further samples; [ ] = another dose, or the depositor's remark. Unless noted, calls come from the whole dose curve; as a rule, active = well fitted curve in the direction sought with a large enough effect; inconclusive = small, poorly fitted or top-dose-only effect, or another doubt; inactive = no such curve, though single readings can be large; an effect the other way counts as inactive or inconclusive. Unless noted, % is set by controls: 0 for no effect and ±100 for the full control effect.

SMILES	FBPA Giardia inh	AmpC detergent	AMA1-RON2 inh	Sm TGR inh	HCMV antiviral	AmpC inh no detg
CCCCOc1nc2ccccc2c(=O)n1-c1ccccc1	8.6%	-5.4%	5.4%	-1.3%	?	-0.7%
COc1ccc(-n2ncc(C(C)NS(=O)(=O)c3ccc(C(C)=O)cc3)c2C)cc1 (centres undefined)	.	-8.5%	-2.9%	-19.7%	52.0	20.1%
O=C1CCCN1C(=O)CSc1ncnc2sccc12	.	?	-3.0%	-0.2%	-17.0	-21.8%
COc1ccc(NC(=O)NCc2cccn2Cc2ccc(F)cc2)cc1OC	.	16.6%	.	2.2%	-17.1	.
COc1ccc(CNc2oc(-c3ccc(COc4ccc(Cl)cc4)o3)nc2C#N)cc1	.	17.9%	.	-0.6%	-0.1	.
Cc1ccc(CSc2nc3ccncc3n2CC(=O)Nc2cc(C)cc(C)c2)cc1	7.6%	-6.9%	-2.1%	-11.4%	1.8	7.08µM*
CCNC(=O)CSC1=N/C(=C\c2ccc(O)c(OCC)c2)C(=O)N1c1ccc(OC(F)F)cc1	.	1.8%	-3.9%	-6.5%	-70.5*	-3.4%
CN1CCN(c2ccc(NC(=O)c3cccc(S(=O)(=O)N4CCCC4)c3)cc2)CC1	.	-1.3%	-2.8%	-3.1%	-27.3	-10.8%
O=C(NCc1cccnc1)c1ccccc1-c1nc(-c2ccccc2)no1	-6.6%	3.2%	-15.0%	-4.0%	13.8	2.4%
O=C(Oc1oc(-c2ccco2)nc1C=Nc1ccccc1)c1ccco1	-10.1%	-0.6%	-5.8%	1.58µM*	.	-10.4%
Cc1cc(C)n2nc(C(=O)OCC(=O)Nc3ccc4c(c3)OCCO4)nc2n1	.	?	13.8%	0.3%	-16.9	-12.4%
COc1cccc(NC(=O)CN(C)C(=O)c2cc(-c3ccc(F)cc3)nc3ccccc23)c1	.	0.0%	7.9%	-6.7%	1.9	-0.8%
CCn1c(CC(=O)Nc2ccccc2F)nnc1SCC(=O)Nc1nnc(C)s1	?	2.4%	8.0%	0.4%	19.0	-6.5%
O=C(Nc1ccc(OC(F)(F)F)cc1)Nc1cccnc1	1.0%	-7.2%	39.5%[activator]	-0.4%	22.9	-26.8%
Cc1cc(C)n(CCCNCC(O)c2ccccc2)n1 (centres undefined)	?	5.1%	-18.8%&4.5%	1.2%	-28.2&-34.2	-13.0%
O=C(NCc1ccc(Cl)cc1)C1CCN(S(=O)(=O)c2cccc3nonc23)CC1	.	-6.5%&18.8%	-15.5%	5.1%&-0.8%	76.1&-7.5	-12.6%
Cc1ccc(CSc2nc3cccnc3n2Cc2ccc(C(=O)NCCc3ccccc3)cc2)cc1	.	7.6%	.	3.4%	68.8	.
O=P(NS(=O)(=O)c1ccccc1)(Oc1ccccc1)Oc1ccccc1	?	2.4%	-1.2%	2.6%	23.0	-14.3%
Cn1cc(C(=O)c2ccccc2C(=O)O)cc1C(=O)C(Cl)(Cl)Cl	11.1%	-16.4%	-1.6%	6.1%	-10.0	-14.4%
O=C(Nc1ccc(F)cc1)c1cccc(N2C(=O)C3C4CCC(C4)C3C2=O)c1 (centres undefined)	-1.4%	-4.9%	14.0%[2.32 µM]	-1.9%	?	-43.6%
Cc1ccc(NC(=O)C[n+]2cc(-c3ccccc3)n3c2CCC3)cc1	0.2%	-0.6%	1.3%	4.7%	?	10.6%
O=C(CN1C(=O)C2CC=CCC2C1=O)Nc1ccccc1N1CCCC1 (centres undefined)	.	?	-7.9%	-13.5%	-20.0	?
O=c1c2ccccc2nc2n1C(CSCc1ccc(Cl)cc1)CS2 (centres undefined)	-12.4%	-5.6%	-3.7%	0.0%	?	-8.9%
COc1ccc(NC(=O)CSc2nnc(COc3ccccc3)n2Cc2ccco2)cc1OC	0.2%	?	-5.3%	-32.2%	-38.7	88.1%[activator]
COc1cccc(NC(=O)CCNC(=O)c2ccccc2Cl)c1	-0.4%	-3.0%	10.1%	7.2%	.	-1.8%

Next part; it opens with the 2 that closed the last part.
SMILES	FBPA Giardia inh	AmpC detergent	AMA1-RON2 inh	Sm TGR inh	HCMV antiviral	AmpC inh no detg
COc1ccc(NC(=O)CSc2nnc(COc3ccccc3)n2Cc2ccco2)cc1OC	0.2%	?	-5.3%	-32.2%	-38.7	88.1%[activator]
COc1cccc(NC(=O)CCNC(=O)c2ccccc2Cl)c1	-0.4%	-3.0%	10.1%	7.2%	.	-1.8%
Cc1cc(C)c2ccc(/C=N/O)nc2c1O	?	3.5%	89.2%[activator]	-8.6%	-10.7	-23.9%
Cc1ccc(-c2nn(CC(=O)NCc3ccco3)c(=O)c3ccccc23)cc1	-8.6%	-0.6%	4.1%	0.4%	-1.9	-6.5%
CC(C)=CCC/C(C)=C/CNC(=O)C[C@H]1C[C@H](C(=O)N2CCCCC2)[C@@]2(CCc3ccccc3)c3[nH]c4ccc(Cl)cc4c3CCN2C1=O	.	.	-18.0%	.	3.7	-17.8%
CCCc1nnc(SCC(=O)NC2CCCC2)n1CCOC	5.4%	-3.2%	-17.1%	12.4%	2.7	-8.3%
Cc1ccc(S(=O)(=O)N2CCOCC2)cc1C(=O)N1CCc2ccccc21	.	.	-13.4%	.	7.9	9.7%
Cc1ccccc1OCC(O)Cn1c(Br)nc2c1c(=O)n(C)c(=O)n2C (centres undefined)	-2.8%	?	-0.1%	-2.1%	-3.7	4.9%
Cn1cccc1C(=O)NCC(c1ccc(F)cc1)N1CCOCC1 (centres undefined)	.	-11.9%	9.7%	-11.7%	70.5	15.7%
CCN(c1ccc(NC(=O)COC(=O)c2ccc(C)c(S(=O)(=O)N3CCOCC3)c2)cc1)C(C)C	-4.2%	2.4%	?	-1.7%	10.2	.
Cc1ccc(S(=O)(=O)N=S(CC2CC2(Cl)Cl)CC2CC2(Cl)Cl)cc1 (centres undefined)	2.8%	1.8%	7.0%	-8.1%	-29.0	48.5%
CC1CN(/C=C/C(=O)C(F)(F)F)CC(C)O1 (centres undefined)	5.2%	-12.4%	-7.3%	-9.1%	-7.2	-9.9%
Fc1ccc(Nc2ncnc3sc4c(c23)CCC4)cc1	-2.2%	0.0%	8.6%	2.5%	?	0.316µM*
C=CCn1c(SCC)nc(O)cc1=O	-6.7%	-0.7%	4.1%	-16.1%	-25.0	-20.3%
O=C(O)c1cccc(S(=O)(=O)N2CCN(C(c3ccccc3)c3ccccc3)CC2)c1	19.1%	2.9%	-8.3%	0.2%	-33.9	-33.9%
Cc1ccc(C(C)NC(=O)Cc2cccs2)cc1C (centres undefined)	.	1.2%	0.5%	7.5%	?	-6.3%
O=C(CCn1cccn1)N1CCCC(N2CCN(c3cccc(C(F)(F)F)c3)CC2)C1 (centres undefined)	-5.4%	-12.3%	9.2%	-33.1%	-61.9*	158.6%[activator]
COc1ccc(S(=O)(=O)NCCc2sc(-c3cccc(C)c3)nc2C)cc1	.	5.7%	.	5.7%	-5.5	.
COc1ccc(S(=O)(=O)Nc2ccc3c(c2)N(C(C)=O)CCC3)cc1OC	.	-5.9%	18.0%	-11.2%	-2.9	8.9%
COc1ccc(NC(=O)CSc2nnc(NC(=O)c3ccco3)s2)cc1	17.7%	9.5%	-0.1%	-24.8%	-36.7	-17.5%
O=C(NC1CCC(O)CC1)c1ccc2c(c1)S(=O)(=O)N=C1CCCCCN12 (centres undefined)	.	?	24.5%	3.0%	21.9	0.0%
COC(=O)c1noc(-c2ccc(C)cc2)n1	1.1%	1.3%	-9.3%	-1.3%	28.9	0.5%
CCC(C)NC(=O)CSc1ccc(S(=O)(=O)N2CCN(Cc3ccccc3)CC2)cn1 (centres undefined)	.	3.0%	-3.8%	-1.2%	?	115.8%[activator]
Cc1ccc(N(CC(=O)NCCSCc2ccco2)S(=O)(=O)c2ccc(F)cc2)cc1	-0.8%	9.0%	-5.3%	0.0%	20.3	-4.5%
O=C(Nc1cc([N+](=O)[O-])ccc1F)C1CC1	6.9%	-0.8%	-3.6%	-4.9%	-13.2	-15.5%
C/C=C(\C)CN1CCC(Oc2cccc(C(=O)NCc3ccccn3)c2)CC1	2.7%	?	-8.9%	-7.2%	-22.0	-6.6%
COc1ccc(NC(=O)CSCC(=O)N(C)CC(=O)Nc2ccc(Cl)c(C(F)(F)F)c2)cc1	.	-19.4%	19.1%	-1.4%	-2.8	18.2%

Taken from above, 2 compounds:
SMILES	FBPA Giardia inh	AmpC detergent	AMA1-RON2 inh	Sm TGR inh	HCMV antiviral	AmpC inh no detg
Cc1cc(C)c2ccc(/C=N/O)nc2c1O	?	3.5%	89.2%[activator]	-8.6%	-10.7	-23.9%
Cc1ccc(-c2nn(CC(=O)NCc3ccco3)c(=O)c3ccccc23)cc1	-8.6%	-0.6%	4.1%	0.4%	-1.9	-6.5%

Other entries follow.
SMILES	FBPA Giardia inh	AmpC detergent	AMA1-RON2 inh	Sm TGR inh	HCMV antiviral	AmpC inh no detg
O=C(Nc1nc(=O)[nH]s1)c1ccccc1	-0.5%	-13.5%	0.1%	1.5%	-13.6	-0.6%
O=c1nc2sc3ccccc3n2c(=O)n1-c1ccc(Cl)c(Cl)c1	.	2.3%	.	-3.5%	5.0	.
O=C1OC2(c3ccccc3)C3CCCC2C13	-20.6%	-1.6%	-4.4%	-6.6%	1.1	-6.2%
O=C1C2C3C=CC(CC3)C2C(=O)N1c1ccccc1F (centres undefined)	2.5%	3.7%	-5.9%	0.0%	-62.7*	0.6%
CC(C)c1ccc(S(=O)(=O)N2CCN(C(=O)CN3C(=O)NC4(CCCC4)C3=O)CC2)cc1	14.0%	2.3%	7.0%	-2.8%	32.4	66.3%[activator]
C/C(=N\NC(=O)c1ccc(NS(=O)(=O)c2cccs2)cc1)c1ccccc1	3.8%	2.3%	16.6%	0.4%	-22.6	-40.4%
COc1cc([N+](=O)[O-])ccc1N1C(=O)C2C3C=CC(C4CC34)C2C1=O (centres undefined)	2.2%	0.4%	-5.5%	44.7µM*	4.2	-4.0%
COc1cc(NC(=O)COC(=O)Cc2ccsc2)cc(OC)c1	.	3.3%	15.5%	-3.2%	-2.1	-12.9%

Record cards, as listed above.
Entry for `O=C1C2C3C=CC(CC3)C2C(=O)N1c1ccccc1F` (centres undefined) = FBPA Giardia inh = 2.5%; AmpC detergent = 3.7%; AMA1-RON2 inh = -5.9%; Sm TGR inh = 0.0%; HCMV antiviral = -62.7*; AmpC inh no detg = 0.6%
Entry for `COc1cc([N+](=O)[O-])ccc1N1C(=O)C2C3C=CC(C4CC34)C2C1=O` (centres undefined) = FBPA Giardia inh = 2.2%; AmpC detergent = 0.4%; AMA1-RON2 inh = -5.5%; Sm TGR inh = 44.7µM*; HCMV antiviral = 4.2; AmpC inh no detg = -4.0%
